LMPTP block: blocks human LMPTP phosphatase | recombinant LMPTP-A, OMFP fluorogenic substrate, fluorescence intensity | inhibition, % at 20 µM | 360,000 compounds, 0.22% hits | AID 651560;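 active = compounds that cut the enzyme signal by at least half of the control window in the single-dose screen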;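 also: plate controls were DMSO wells with enzyme plus substrate for no effect and substrate without enzyme for full effect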
Target sequence (P24666 whole entry, looked up): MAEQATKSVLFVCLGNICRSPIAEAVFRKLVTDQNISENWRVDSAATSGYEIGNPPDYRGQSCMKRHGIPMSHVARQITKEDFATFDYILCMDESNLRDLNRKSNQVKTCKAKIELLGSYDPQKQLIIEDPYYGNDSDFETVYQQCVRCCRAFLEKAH
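Material: LMPTP-A; amount: 0.625 nM enzyme; doses: single 20 µM dose; times: reaction 50 min, room temperature, dark; technique: fluorescence intensity of OMFP turnover product; benchmarks: no-enzyme and uninhibited controls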
Tb MetRS inh: blocks T. brucei methionyl-tRNA synthetase activity | AID 624268 | purified T. brucei MetRS, ATP depletion, Kinase-Glo luminescence | inhibition, % at 11.9 µM | 360,000 compounds, 0.4% hits;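 active = inhibition above a per-plate cutoff of the control wells' mean inhibition plus 3 SD, cut at about 5.5% in these data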;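 also: 0% = DMSO wells median and 100% = median of wells with control inhibitor compound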
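Measured by: Kinase-Glo luciferase luminescence reporting remaining unconsumed ATP. Material: purified T. brucei MetRS enzyme. Doses: 11.9 µM compound single dose, 0.9% DMSO. Medium: HEPES buffer containing pyrophosphatase, BSA, spermine, DTT. Times: 15 min preincubation, 2 h reaction, all 25 °C. Reagent: methionine, ATP and bulk E. coli tRNA.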
STEP block: STEP (human) phosphatase inhibition; inhibition, % at 20 µM; P54829; 360,000 compounds, 0.25% hits; recombinant STEP, OMFP fluorogenic substrate, fluorescence;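 active = inhibition at 20 µM, scaled per plate between control wells, above about 37%, limit read from the data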;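 also: 0% = DMSO with enzyme and substrate and 100% = substrate only without enzyme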
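Material: STEP (striatal-enriched tyrosine phosphatase) enzyme, cell-free; Compound dosing: 20 µM single dose in 1% DMSO; Technique: fluorescence read at 480 nm ex / 540 nm em; Times: reaction 20 min, ambient temperature; Medium: 50 mM Bis-Tris pH 6.0 with 2.5 mM DTT and 0.005% Tween 20; Also added: OMFP at 25 µM.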
CSN deneddyl inh: blocks human CSN-mediated cullin deneddylation; Q92905; Purified CSN, SCF-Nedd8-OG deneddylation, fluorescence polarization; inhibition, % at 12.5 µM; 360,000 compounds, 0.38% hits;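 active = pattern-corrected inhibition above about 35%, with an unprinted fluorescence ratio check between 0.5 and 1.5, limit read from the data, passing the limit was not always enough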;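 also: 0% = enzyme with substrate and 100% = substrate without enzyme; some results filed as inactive read as strong as hits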
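Assay system: purified human Csn5 enzyme expressed in HEK293T cells; Input: 0.24 nM Csn5 enzyme, final concentration; Reagent: 10 nM SCFSkp2-Nedd8OG; Compound dosing: 12.5 µM single point; Times: reaction 90 min, room temperature; Technique: fluorescence polarization readout.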
NadD block: NadD (S. aureus) enzyme inhibition; purified NadD enzyme, colorimetric absorbance read-out; inhibition, % at 20 µM; 360,000 compounds, 0.78% hits; in the data active = inhibition above about 26%; also: some compounds past the cut are filed as inactive
SUMO1 PPI mod: SUMO1-SIM interaction modulation | P63165 | SUMO1 binding to a labelled peptide, TR-FRET, 1 h | inhibition, % at 20 µM | 360,000 compounds, 0.33% hits | AID 602429; in the data active = inhibition above about 37%
Target sequence (P63165 whole entry, looked up): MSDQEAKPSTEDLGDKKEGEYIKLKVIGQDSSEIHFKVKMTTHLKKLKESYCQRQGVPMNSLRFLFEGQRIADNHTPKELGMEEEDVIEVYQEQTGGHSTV
Scp-1 inhibitor: inhibitors of human Scp-1 phosphatase. Recombinant Scp1, phosphopeptide, malachite green phosphate absorbance. inhibition, % at 20 µM. 340,000 compounds, 0.88% hits;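 active = inhibition above about 50% at 20 µM, limit read from the data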;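 also: plate controls were DMSO wells with enzyme for no effect and wells lacking enzyme for full effect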
Target sequence (Q9GZU7 76-261 limits assumed): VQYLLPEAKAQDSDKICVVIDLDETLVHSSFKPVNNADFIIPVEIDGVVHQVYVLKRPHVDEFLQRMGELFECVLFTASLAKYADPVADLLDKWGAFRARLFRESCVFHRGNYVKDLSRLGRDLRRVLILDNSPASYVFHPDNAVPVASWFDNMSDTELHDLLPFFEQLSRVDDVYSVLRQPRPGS
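Test system: SCP-1 phosphatase catalytic domain, residues 76-261 | Compound dosing: One concentration, 20 µM, with 1.0% DMSO | Schedule: 45 min room-temperature reaction, 5 min colour, 30 min stabiliser | Detection: Absorbance at 630 nm | Read-out basis: % inhibition of SCP-1 phosphate liberation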
DNMT1 block: inhibitors of human DNMT1. inhibition (reported as % activation of signal), % at 10 µM. P26358. DNMT1 molecular beacon, Hinp1I cleavage, fluorescence. 360,000 compounds, 0.83% hits; in the data active = inhibition above about 50%
MLLE-PAM2 inh: blocks PAM2 peptide binding to the PABP1 MLLE domain. 360,000 compounds, 0.36% hits. GST-MLLE / FITC-PAM2 fluorescence polarization. inhibition, % at 20 µM. P11940; in the data active = inhibition above about 35%, passing the limit was not always enough;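 also: plate controls were DMSO wells with GST-MLLE for no effect and wells lacking GST-MLLE protein for full effect; some results filed as inactive read as strong as hits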
Target sequence (P11940 whole entry, looked up, the tested form may be a part): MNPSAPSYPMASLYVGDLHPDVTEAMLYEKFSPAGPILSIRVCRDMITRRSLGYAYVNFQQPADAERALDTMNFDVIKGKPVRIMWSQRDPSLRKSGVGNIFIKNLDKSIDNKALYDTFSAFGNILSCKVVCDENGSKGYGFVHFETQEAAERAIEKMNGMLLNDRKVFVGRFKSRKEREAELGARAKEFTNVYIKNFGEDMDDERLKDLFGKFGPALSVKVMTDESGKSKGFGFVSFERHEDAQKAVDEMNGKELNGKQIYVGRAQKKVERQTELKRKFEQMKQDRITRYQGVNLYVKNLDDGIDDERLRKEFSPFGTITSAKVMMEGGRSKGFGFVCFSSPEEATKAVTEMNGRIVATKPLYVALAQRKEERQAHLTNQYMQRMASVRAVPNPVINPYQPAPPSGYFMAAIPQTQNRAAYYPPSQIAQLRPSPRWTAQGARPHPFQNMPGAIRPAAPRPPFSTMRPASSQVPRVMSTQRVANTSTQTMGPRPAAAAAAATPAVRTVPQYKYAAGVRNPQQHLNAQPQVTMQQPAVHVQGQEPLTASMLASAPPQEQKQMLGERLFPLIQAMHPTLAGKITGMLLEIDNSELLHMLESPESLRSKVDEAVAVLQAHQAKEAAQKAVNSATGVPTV
Rpn11 inh: Rpn11 (human) deubiquitinase inhibition; human 26S proteasome, Ub4-pepOG fluorescence polarization; 20S core pre-blocked with epoxomicin; 360,000 compounds, 0.59% hits; AID 588493; calls only at 20 µM;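 active = inhibition at 20 µM, scaled to each plate's controls, above about 33%, limit read from the data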
* marks the source's active call; other numbers are inactive results; i = inactive; x = no result given.

SMILES	LMPTP block	Tb MetRS inh	STEP block	CSN deneddyl inh	NadD block	SUMO1 PPI mod	Scp-1 inhibitor	DNMT1 block	MLLE-PAM2 inh	Rpn11 inh
CSc1nc2n(n1)C(C)C1=C(CCCC1=O)N2 (stereo not drawn)	0.4	-0.4	-4	-8	-6	-4	-7	1	11	i
Cc1cccc(-n2c(C)nc3sccc3c2=O)c1	-2.6	-0.3	0	5	-6	1	-8	2	-8	i
N#CCSc1nc2sc3c(c2c(=O)n1C1CCCCC1)CCCC3	1.8	-0.4	2	6	7	0	-5	-10	-25	i
O=S(=O)(c1ccccc1)N(CC(O)Cn1c2ccccc2c2ccccc21)c1ccccc1 (stereo not drawn)	3.0	-0.9	5	-8	-2	1	-7	-12	1	i
CCOC(=O)C1CN(S(=O)(=O)c2ccc(OC)cc2)c2cc(Cl)ccc2O1 (stereo not drawn)	1.3	-0.8	0	1	-6	3	-16	-3	-3	i
COc1ccc(C2NC(c3ccc(OC)cc3)C([N+](=O)[O-])C(C)(C)C2[N+](=O)[O-])cc1 (stereo not drawn)	2.6	-0.4	-2	-3	-2	-2	-5	-8	6	i
COc1ccccc1NS(=O)(=O)c1ccc(C)c(NS(=O)(=O)c2cc(C(=O)O)cc(C)c2C)c1	-0.6	0.3	0	3	-3	11	-10	-3	-16	i
CN(C)S(=O)(=O)c1cc(C(=O)NCCCn2ccc3ccccc32)ccc1Cl	1.7	-0.5	0	-2	-4	0	-13	-4	-16	i
COc1cc(C2C(C#N)=C(N)Oc3c2ccc2ccccc32)ccc1OCC(=O)Nc1cccc(C)c1 (stereo not drawn)	2.5	0.9	-3	6	30*	-4	-7	-15	3	i
COCC(C)n1c(SCC(=O)Nc2nccs2)nc2ccccc2c1=O (stereo not drawn)	-1.1	-0.3	0	-1	2	3	-5	1	44*	i
CCCCNC(=O)CC1SC(=NCC)N(CC)C1=O (stereo not drawn)	-1.0	0.1	0	0	-4	2	-3	-7	3	i
C=CCNC(=O)/C(C#N)=C/c1ccc(C)o1	0.9	-0.4	3	3	-4	-10	-1	3	3	i

Filtered by structure, the compounds so far containing a cyano group.
SMILES	LMPTP block	Tb MetRS inh	STEP block	CSN deneddyl inh	NadD block	SUMO1 PPI mod	Scp-1 inhibitor	DNMT1 block	MLLE-PAM2 inh	Rpn11 inh
N#CCSc1nc2sc3c(c2c(=O)n1C1CCCCC1)CCCC3	1.8	-0.4	2	6	7	0	-5	-10	-25	i
COc1cc(C2C(C#N)=C(N)Oc3c2ccc2ccccc32)ccc1OCC(=O)Nc1cccc(C)c1 (stereo not drawn)	2.5	0.9	-3	6	30*	-4	-7	-15	3	i
C=CCNC(=O)/C(C#N)=C/c1ccc(C)o1	0.9	-0.4	3	3	-4	-10	-1	3	3	i

(more compounds)
SMILES	LMPTP block	Tb MetRS inh	STEP block	CSN deneddyl inh	NadD block	SUMO1 PPI mod	Scp-1 inhibitor	DNMT1 block	MLLE-PAM2 inh	Rpn11 inh
Cc1ccc(NC(=O)CSc2nnc(C3CC3)n2N)cc1S(=O)(=O)N1CCOCC1	-0.4	0.0	5	4	-3	4	-5	-1	-11	i
Nc1nnn(CC(=O)N/N=C/c2ccncc2)n1	-0.5	-0.5	-6	1	-4	1	-15	6	5	i
O=P(Cc1cccc[n+]1[O-])(c1ccccc1)c1ccccc1	-0.3	0.1	-3	0	-2	2	0	1	7	i
CCC(C)n1[nH]c(=O)cc1N (stereo not drawn)	-0.4	0.2	0	-1	6	-1	0	-4	13	i
COC(=O)c1cc(S(=O)(=O)Nc2cccc(-c3ccno3)c2)c[nH]1	0.5	0.3	-2	-1	0	14	x	2	4	i
C/C(O)=c1/cnc2nc3ccccc3n2c1=O	0.9	-0.7	-2	0	-4	-1	-3	1	11	i
C[C@H](NC(=O)c1nc[nH]c1C(=O)NCCCCCNC(=O)OC(C)(C)C)C(=O)OC(C)(C)C	0.1	-0.3	-1	-1	4	-4	-6	3	7	i
C/C(=N\NC(=O)c1cccc(F)c1)c1ccc(NC(=O)Cc2ccccc2)cc1	-5.7	0.5	-1	5	-7	4	-5	2	-1	i
CN(C(=O)COC(=O)c1ccc2ccccc2n1)c1ccccc1	-1.2	0.1	-1	-2	-4	-24	-7	-1	-1	i
CC(C)(C)C(=O)CSc1nc2ccccc2o1	0.4	-0.1	-2	-1	-2	2	-3	1	6	i
COc1cccc(C2(c3cccc(OC)c3)CC2C(=O)Nc2ccc(F)cc2)c1 (stereo not drawn)	2.2	0.6	-1	3	0	-1	-16	-6	9	i
CC1CCN(S(=O)(=O)c2cccc(C(=O)Nc3ccccc3)c2)CC1	0.7	-0.2	1	4	-11	3	-11	4	6	i
CC(C)c1cc(C(C)C)n2nc(N)nc2n1	0.1	-0.4	0	-1	-7	-4	-4	-1	3	i
COc1ccc(/C=C(\NC(=O)/C=C/c2ccco2)C(=O)NCCc2nc3ccccc3[nH]2)cc1	0.4	1.7	0	-2	8	-7	15	-11	-14	i
Cc1cc(N2CCN(C)CC2)nc2ccc(NC(=O)c3cccnc3Cl)cc12	-0.8	-1.1	6	2	-6	6	-8	-2	-2	i
CCOC(=O)N1CCN(C(=O)c2ccc(CS(=O)(=O)c3ccc(OC)cc3)o2)CC1	-0.7	-0.3	-2	2	-4	4	3	2	-1	i
Cc1ccc(Oc2c(F)c(F)nc(N3CCCC3)c2F)cc1	0.8	-0.9	-2	-1	-2	0	-7	-3	-7	i
NC(=O)C1CCN(C(=O)c2cccc(CN3C(=O)c4ccccc4C3=O)c2)CC1	-1.8	-0.1	-1	-2	3	-11	5	9	3	i
CC1CCCC(C)N1CCCNC(=O)c1nn(C)c2c1CSc1ccccc1-2 (stereo not drawn)	0.4	-0.3	-1	-1	-2	0	-1	0	-12	i
CC(C)C(=O)Nc1nnc(CCc2ccccc2)s1	-1.4	-1.0	-2	0	-5	3	-2	0	-8	i
Cc1cc2nc3c(nc2cc1C)C(O)=C3O	-0.3	-0.4	12	2	3	-21	12	1	20	i
Cc1ccc(C2(CCNCc3ccco3)CCOC(C(C)C)C2)cc1 (stereo not drawn)	4.2	-0.2	0	1	0	2	2	2	11	i
COc1ccc(-c2ccc(CN3C(C(C)C)C(=O)N(Cc4cn(Cc5ccco5)nn4)CCS3(=O)=O)cc2)cc1 (stereo not drawn)	2.8	-1.2	0	6	9	-1	x	-15	-8	i
COc1cccc(NC(=O)CN(C)C(=O)c2cccc(NS(=O)(=O)c3ccc(Br)cc3)c2)c1	-0.5	-0.1	-6	-5	-4	-2	-8	-2	-2	i
Cc1c(N=C/C=C2\N(C)c3ccccc3C2(C)C)c(=O)n(-c2ccccc2)n1C	-0.9	-0.6	0	-2	-5	-18	-3	0	3	i
O=C(C1CSC2(c3ccc(F)cc3)CCC(=O)N12)N1CCCCCC1 (stereo not drawn)	-0.9	0.0	1	3	3	0	-5	4	-8	i
COCCNC(=O)C1CCN(S(=O)(=O)c2ccccc2)CC1	-0.8	-0.1	-3	4	7	1	22	0	-13	i
O=C(CC[C@H]1O[C@@H](n2cnc3c(NC(=O)c4ccccc4)ncnc32)[C@H](O)[C@@H]1O)NCc1cccs1	-1.6	-0.1	0	-2	-3	-3	x	2	8	i
O=c1cc(CSc2nnnn2-c2ccc(O)cc2)nc2sccn12	-0.1	-0.7	-2	3	-22	4	1	10	-68	i
CCOC(=O)c1cc(-c2ccccc2)sc1NC(=O)C(C)Sc1nnnn1C (stereo not drawn)	2.4	-0.3	2	-1	7	-6	-14	-9	-16	i
O=C(CN1C2CCCC1CC(NC(=O)c1ccco1)C2)Nc1ccccc1 (stereo not drawn)	-0.6	-1.4	-2	-6	-5	5	-10	0	1	i
c1ccc2oc(-c3[nH]ncc3CN3CCSCC3)cc2c1	0.4	0.0	0	-1	-3	3	-7	-7	-7	i
C[C@@H]1CCC[C@]2(O[C@@H](CCO)C[C@H](O)[C@H]2O)O1	-1.2	-0.2	-2	-4	-5	2	-2	6	-2	i
O=C(Nc1cccc(S(=O)(=O)N2CCCC2)c1)c1cc(S(=O)(=O)N2CCOCC2)ccc1F	0.0	-0.4	0	-1	-1	6	-2	-2	3	i
Cc1cc(C(=O)N2CCCC(C(=O)c3ccc4ccccc4c3)C2)n(C)n1 (stereo not drawn)	0.6	0.6	-3	-6	-1	-13	-5	-1	16	i
Cc1cc(C)c2cc(C#N)c(N3CCCN(C(=O)c4cnccn4)CC3)nc2c1	0.8	-0.4	-1	0	10	-23	-5	-3	-23	i
COc1ccc(C(=O)c2ccc(Cl)cc2)c(OC)c1OC	-0.5	-0.1	-2	-5	-6	3	-3	-1	15	i
O=C(NCc1ccccc1)C1(c2cccc(F)c2)CCCC1	0.5	-1.2	1	-6	1	0	-5	-4	0	i
O=C(COC(=O)CCC1CCCC1)NCc1ccc(Cl)cc1	-0.2	-0.6	-3	0	-6	-2	-12	5	-8	i
Cc1ccc2cc(CN(C(=O)c3cccs3)c3ccccc3)c(=O)[nH]c2c1	2.0	-0.5	0	-7	-6	-12	-3	5	5	i
COc1ccc(CC(=O)N(C)CC(=O)Nc2ccccc2C(F)(F)F)cc1S(=O)(=O)N1CCOCC1	-9.2	-0.5	1	2	17	-47	-3	-1	1	i
O=C(c1nnc(-c2ccccc2)o1)C1CC1	-0.3	0.0	-2	-5	2	-3	-2	5	-3	i
COc1ccc(OC)c(NC(=O)Nc2cnccn2)c1	0.5	-0.1	-2	1	-2	3	-5	1	-6	i
Cc1ccc(O)c(NC(=O)c2ccccc2-c2ccccc2C(=O)O)c1	-2.1	0.2	1	0	-5	4	-8	0	13	i
O=C(CC(=O)Nc1ccc(F)cc1)Nc1ccc(F)cc1	-1.1	7.0*	-4	3	-1	3	-5	4	-15	i
Cc1onc(-c2ccccc2Cl)c1C(=O)N1CCCCCC1	2.8	-0.1	1	5	-4	3	-5	-1	-15	i

Shown as comma-separated lines: entries from further up.
canonical_smiles,LMPTP block,Tb MetRS inh,STEP block,CSN deneddyl inh,NadD block,SUMO1 PPI mod,Scp-1 inhibitor,DNMT1 block,MLLE-PAM2 inh,Rpn11 inh
COc1cccc(NC(=O)CN(C)C(=O)c2cccc(NS(=O)(=O)c3ccc(Br)cc3)c2)c1,-0.5,-0.1,-6,-5,-4,-2,-8,-2,-2,i
Cc1c(N=C/C=C2\N(C)c3ccccc3C2(C)C)c(=O)n(-c2ccccc2)n1C,-0.9,-0.6,0,-2,-5,-18,-3,0,3,i
O=C(C1CSC2(c3ccc(F)cc3)CCC(=O)N12)N1CCCCCC1 (stereo not drawn),-0.9,0.0,1,3,3,0,-5,4,-8,i
